# Bioassay records (PubChem BioAssay)
# Rad51 HR inh – Rad51 (human) homologous recombination inhibition. Q06609. hRad51 DNA strand exchange, fluorescence dequenching. inhibition, % at 10 µM. 0.085% of 200,000 active. AID 1385;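 active = inhibition above 40% at the single screening dose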;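 also: 0% = DMSO control wells and 100% = blanks with heterologous ssDNA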
#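 Material: Human Rad51 nucleoprotein filaments preassembled on unlabelled ssDNA | Also added: Labelled 47-mer dsDNA for strand exchange | Dosing: Single dose, 10 µM final compound | Schedule: 30-min compound preincubation and 15-min exchange, both room temperature | Technique: Fluorescence dequenching at 485/520 nm | Measure: Percent inhibition relative to plate controls and blanks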
# Tb hexokinase – blocks Trypanosoma brucei hexokinase 1 activity; recombinant TbHK1, G6PDH-coupled NADH A340; inhibition, % at 10 µM; 0.11% of 220,000 active;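 active = inhibition of 50% or more in the single-dose primary screen; inactive = inhibition below 50%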
# EP2 antag – inhibitors of human EP2 prostaglandin E2 receptor. P43116. C6 glioma cells expressing human EP2, cAMP TR-FRET; cells stimulated with saturating PGE2. inhibition, % at 25 µM. 0.52% of 260,000 active. AID 1422;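 active = percent inhibition above 40 after rounding to a whole number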;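 also: rat C6 glioma host cells with rolipram phosphodiesterase inhibitor present; the protocol text gives 20 µM as final concentration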
# eIF4E 4G PPI – eIF4E/eIF4G interaction inhibition in translation initiation; 0.37% of 220,000 active; inhibition, % at 21.7 µM; P63073+Q04637; TR-FRET eIF4E-eIF4GI(517-606) binding, 2 h; AID 782;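 active = inhibition above about 30%, limit read from the data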;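 also: 0% = full FRET control wells and 100% = background wells lacking eIF4GI fragment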
# m-calpain inh – inhibitors of pig calpain II; purified calpain II, fluorogenic peptide substrate, 30 min; inhibition, % at 16 µM; 0.37% of 220,000 active; AID 1236;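 active = inhibition above about 50%, limit read from the data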
# Hck-Nef inh – human Hck-Nef kinase inhibition; P08631; Recombinant Hck-YEEI plus Nef, Z-Lyte FRET kinase assay; inhibition, % at 20 µM; 0.68% of 220,000 active; AID 463187;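 active = Hck-Nef kinase inhibition above about 50%, limit read from the data; inactive = inhibition below that limit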;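 also: 0% = DMSO with Hck plus Nef and 100% = Hck alone without Nef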
# zVAD death inh – L929 zVAD cell death inhibition. L929 zVAD necroptosis rescue, ATP luminescence, 24 h; with zVAD 60 µM. viability rescue, % at 10 µM. 0.38% of 220,000 active;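 active = activation, scaled between plate controls, above about 75%, limit read from the data; inactive = activation under that limit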;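 also: 0% = zVAD with DMSO and 100% = DMSO alone without zVAD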
# 14-3-3 Bad inh – disrupts binding of bovine 14-3-3 zeta to phospho-Bad peptide. P63103. AID 781. TR-FRET 14-3-3zeta/Dy647-pBad peptide displacement, 1 h. inhibition, % at 21.7 µM. 0.71% of 220,000 active;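 active = inhibition above about 70%, limit read from the data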;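 also: 0% = full 14-3-3 plus peptide FRET controls and 100% = background without 14-3-3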
# EP2 modulator – EP2 receptor (human) modulation. P43116. EP2-expressing cells, cAMP HTRF FRET, PGE2 co-stimulation. induction, % at 25 µM. 0.83% of 260,000 active. AID 940;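 active = compounds whose cAMP rise, as percent of the full-agonist control response, exceeds 60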;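 also: rat C6 glioma line stably carrying human EP2 under a CMV promoter; the protocol text gives 20 µM as final concentration; 100% = response of wells given 1 µM PGE2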
# * = called active by the depositor; i = inactive; / = no result given; & = joins results of further samples; ! = not confirmed by another sample; [ ] = dose if it differs, or a comment. An excerpt. The share of hits here may be higher or lower than overall.
SMILES,Rad51 HR inh,Tb hexokinase,EP2 antag,eIF4E 4G PPI,m-calpain inh,Hck-Nef inh,zVAD death inh,14-3-3 Bad inh,EP2 modulator
CCCCCCN(C(=O)CCCCCN1C(=O)NC(c2ccc(-c3ccccc3)cc2)C(C(=O)OCc2ccccc2)=C1C)C(C(=O)NCCCC)c1ccc(OCC(=O)OC)c(C(=O)OC)c1 (stereo not given),/,-30,/,-8,15,10,-0.3,3,7
N/C(Cc1ccc(Cl)cc1Cl)=N\OC(=O)c1cccs1,6,2,12,/,-11,-1,0.2,/,-42
S=C(NCCc1ccccc1)NC1CCC(NC(=S)NCCc2ccccc2)CC1 (stereo not given),0,-7,6,0,-15,19,0.3,-4,22
COc1cc(CNCc2ccccn2)ccc1OCc1ccc(Cl)cc1Cl,-2,9,12,-11,-4,1,0.9,43,-17
COc1ccccc1Nc1cc(C)nc2c(C)ccc([N+](=O)[O-])c12,22,-7,4,-3,24,-2,-0.9,6[fluorescence artefact?],80*
CN1c2ccccc2Oc2nnc(Cl)cc21,1,-11,10,5,i,21,1.0,-8,24
CC(Sc1ccc2ccccc2c1)C(=O)NC(N)=O (stereo not given),-9,9,7,-8,18,-24,-0.5,-2,-23
COc1ccc([N+](=O)[O-])cc1NC(=O)CSCc1ccccc1C,4,-6,4,10,43,1,0.0,4[fluorescence artefact?],6
Cn1cccc1C(=O)NC(=O)COC(=O)CNC(=O)c1ccc(Cl)cc1Cl,-10,-2,4,-5,-55,2,1.8,-16,5
Cc1nn(CC(=O)c2cccc(Cl)c2)c(C)c1[N+](=O)[O-],9,1,2,-3,24,18,0.5,-10,-6
CC1CCCCC1NC(=O)CSc1nnc(-c2ccccc2)n1N (stereo not given),2,-5,7,-6,1,0,0.8,-3,2
CCOC(=O)N/N=C(\C)c1ccc(Br)cc1,/,6,6,0,8,0,0.6,-3,6
CCOC(=O)N1CCN(c2ncnc3c2[nH]c2ccc(OC)cc23)CC1,-1,-9,2,/,i,-21,-0.1,/,-28
O=C1c2ccccc2NC2(CCCC2)N1O,4,0,17,-5,-28,-23,0.2,2,15
O=C(NCC1CCCO1)c1cn(-c2ccccc2)nc1-c1ccccc1 (stereo not given),/,-4,3,1,2,2,-0.5,2,6
Oc1ccccc1CN1CCC(C(O)(c2ccccc2)c2ccccc2)CC1,-41,4,6,1[fluorescence artefact?],3,4,0.4,14,15
O=C(N/N=C/c1ccc2c(c1)OCO2)c1ccc(Br)o1,2,-43,-2,6,4,1,0.9,1,14
CCOC(=O)c1ccc(NC(=O)c2ccc(NS(C)(=O)=O)cc2)cc1,1,-8,-1,0,5,2,0.3,-7,5
COc1cc2c(cc1OC)CN(c1nc(CN3CCOCC3)nc3sc4c(c13)CCC(C)C4)CC2 (stereo not given),/,-9,8,8,-65,2,/,-3,12
CCc1noc(C)c1C(=O)NCCc1ccc(OC)c(OC)c1,4,-2,6,1,-14,-5,2.3,11,8
O=C(Nc1ccc(N2CCOCC2)cc1)c1ccc(S(=O)(=O)N2CCCCC2)cc1,/,-9,/,-3,-6,0,1.5,-5,0
O=C(Nc1ncc(S(=O)(=O)c2ccc([N+](=O)[O-])cc2)s1)c1cccc2ccccc12,8,31,23,2,-42,4,3.7,-19,-74
C=CCOC(=O)C1=C(C)NC(SCC(=O)Nc2nccs2)=C(C#N)C1c1cccs1 (stereo not given),0,-8,14,7,-22,0,87*,5,20
O=C(Oc1ccc(N(Cc2cccs2)C2=NS(=O)(=O)c3ccccc32)cc1)c1ccc(Cl)cc1,4,3,8,-1[fluorescence artefact?],-10,4,-0.4,-8[fluorescence artefact?],-3
CN(C)CCOC(=O)c1sc2ccccc2c1Cl,5,-1,3,-3,-2,-9,1.1,-10,-9
COc1ccc(C2c3ccc(O)cc3Oc3ncn(Cc4ccccc4)c(=N)c32)cc1OC (stereo not given),4,-8,7,-4,-11,-3,-1.3,-1,-25
COC(=O)c1cc(-c2ccc3c(c2)OCO3)nc2ccccc12,-3,0,16,11,-11,-12,1.9,-9[fluorescence artefact?],68*
Cc1ccc(CNC(=O)CSc2ccsc2[N+](=O)[O-])cc1,-88,-9,2,-2,-22,23,0.8,-12,-24
CCCCNC(=O)Cn1cnc2sc(C(=O)OCC)c(C)c2c1=O,-3,-10,8,-3[fluorescence artefact?],-10,0,1.9,0,-11
Cc1c(C(=O)c2ccc(Cl)c([N+](=O)[O-])c2)c2ccccn2c1CCC#N,21,-3,2,15,21,3,-1.1,-11[fluorescence artefact?],22
CCOC(=O)C(NC(=O)CCl)(Nc1sc(C)c(CC)c1C#N)C(F)(F)F (stereo not given),-1,-3,1,0[fluorescence artefact?],21,3,4.8,-4,3
CC(=O)c1c(C(C)=O)c(C)n(-c2nc(-c3ccc(Br)cc3)c(C)s2)c1C,4,-1,7,-8,-35,1,0.5,-13[fluorescence artefact?],54
O=C(Nc1ccccc1O)c1c(O)c2c([nH]c1=O)CCCC2,/,4,64*!,3,-18,21,2.6,-4,-135&-52
Cc1nc(N)nc(COc2ccccc2)n1,-8,-7,4,2,-4,5,0.0,-5,-31
Cc1ccc(CCNC(=O)CN2C(=O)COc3ccccc32)cc1,2,1,10,1,-10,-2,1.3,7,15
Cc1cc[n+](Cc2ccc([N+](=O)[O-])cc2)cc1,6,3,7,2,-3,-5,1.1,-14,28
COCCCn1c(C)nnc1-c1cnn(-c2ccccc2)c1N,0,-3,4,-2,-8,3,1.9,-6,8
CC(=O)NS(=O)(=O)c1ccc(NC(=O)CCC2CCCC2)cc1,5,10,10,-1,-3,8,0.0,-1,20
Cc1cc(C(=O)CSc2nc3ccccc3c(=O)n2C)c(C)n1Cc1ccc2c(c1)OCO2,-5,-9,8,i[fluorescence artefact?],-40,19,-0.7,-33[fluorescence artefact?],74*
O=C1NC2(CCCC2)C(=O)N1CCS(=O)(=O)Oc1ccccc1,2,-8,6,2,-23,3,0.5,-16,16
COc1ccc2c(c1)c(C(=O)CN1CCN(Cc3ccccc3)CC1)c(C)n2C,14,-16,12,0,-2,7,0.5,-9,-5
CN(C)c1cc[n+](CC(=O)c2ccc(Br)cc2)cc1,18,-1,7,2,-27,18,1.4,-10,29
O=C(N/N=C/c1ccc(Sc2ccccn2)o1)c1cccc([N+](=O)[O-])c1,-3,-38,3,16,21,6,0.9,5,-8
COc1ccc(CCNC(=O)c2ccc(CN3CCC(Cc4ccccc4)CC3)cc2)cc1,4,6,9,2[fluorescence artefact?],-8,3,2.8,-6,2
O=C1C2C3c4ccccc4C(c4ccccc43)C2C(=O)N1CN1CCOCC1 (stereo not given),-7,3,8,-15,1,2,-0.1,-3,8
Cc1ccc(NC(=O)N2CCCC2c2cccs2)cc1 (stereo not given),8,0,5,5,4,18,14,-16,27
Cc1cccc(C)c1NS(=O)(=O)c1ccc(OCCNS(C)(=O)=O)cc1,/,3,1,0,2,10,-1.5,6,-23
O=C(COc1ccc(Cl)cc1Cl)N1CCCCCC1,0,1,5,-2[fluorescence artefact?],-9,-3,2.4,-5[fluorescence artefact?],9
CN(CC(=O)NCCc1ccccc1)S(=O)(=O)c1ccc(Br)cc1,-8,3,10,8,0,1,0.3,-14,-33
O=C1C2C3C=CC(C3)C2C(=O)N1c1ncn[nH]1 (stereo not given),-8,11,10,5[fluorescence artefact?],13,0,0.1,2[fluorescence artefact?],15

# More records
SMILES,Rad51 HR inh,Tb hexokinase,EP2 antag,eIF4E 4G PPI,m-calpain inh,Hck-Nef inh,zVAD death inh,14-3-3 Bad inh,EP2 modulator
OC(c1ccccc1)C1CN(Cc2ccccc2)CCC1(O)c1ccccc1 (stereo not given),-1,11,11,1,36,15,-0.1,-2,12
CCOc1ccc(N2C(=O)Nc3ccccc3C2(O)C(=O)N2CCN(c3ccccn3)CC2)cc1 (stereo not given),2,4,15,3,27,-21,0.3,3,-12
Cc1sc2ncnc(Sc3nc4ccccc4s3)c2c1C,/,-11,4,2,2,5,-1.4,7,18
CCCNC(=O)NC1CCCc2ccccc21 (stereo not given),1,-6,8,-7,-16,-90,0.9,-7,-9
Cc1oc(S(=O)(=O)N2CCOCC2)cc1C(=O)Nc1ccc(Cl)cc1,13,7,6,-8,10,12,-0.6,2,-32
N#Cc1cc2c(nc1SCc1cccnc1)CCCCC2,-1,-1,1,-4,-11,7,-0.6,5,34
O=C(N/N=C/c1ccco1)c1cc(-c2ccccc2)n[nH]1,-2,-20,30,0,-8,9,-0.3,-2,-15

# Some of these compounds in order of formula weight, largest number first:
SMILES,Rad51 HR inh,Tb hexokinase,EP2 antag,eIF4E 4G PPI,m-calpain inh,Hck-Nef inh,zVAD death inh,14-3-3 Bad inh,EP2 modulator
Cc1oc(S(=O)(=O)N2CCOCC2)cc1C(=O)Nc1ccc(Cl)cc1,13,7,6,-8,10,12,-0.6,2,-32
Cc1sc2ncnc(Sc3nc4ccccc4s3)c2c1C,/,-11,4,2,2,5,-1.4,7,18
N#Cc1cc2c(nc1SCc1cccnc1)CCCCC2,-1,-1,1,-4,-11,7,-0.6,5,34

# In the list so far, these contain an aryl thioether with sulfur outside any ring:
SMILES,Rad51 HR inh,Tb hexokinase,EP2 antag,eIF4E 4G PPI,m-calpain inh,Hck-Nef inh,zVAD death inh,14-3-3 Bad inh,EP2 modulator
CC(Sc1ccc2ccccc2c1)C(=O)NC(N)=O (stereo not given),-9,9,7,-8,18,-24,-0.5,-2,-23
CC1CCCCC1NC(=O)CSc1nnc(-c2ccccc2)n1N (stereo not given),2,-5,7,-6,1,0,0.8,-3,2
Cc1ccc(CNC(=O)CSc2ccsc2[N+](=O)[O-])cc1,-88,-9,2,-2,-22,23,0.8,-12,-24
Cc1cc(C(=O)CSc2nc3ccccc3c(=O)n2C)c(C)n1Cc1ccc2c(c1)OCO2,-5,-9,8,i[fluorescence artefact?],-40,19,-0.7,-33[fluorescence artefact?],74*
O=C(N/N=C/c1ccc(Sc2ccccn2)o1)c1cccc([N+](=O)[O-])c1,-3,-38,3,16,21,6,0.9,5,-8
Cc1sc2ncnc(Sc3nc4ccccc4s3)c2c1C,/,-11,4,2,2,5,-1.4,7,18
N#Cc1cc2c(nc1SCc1cccnc1)CCCCC2,-1,-1,1,-4,-11,7,-0.6,5,34
